hIAP activ = increases human intestinal alkaline phosphatase activity; AID 2524; purified human IAP, CDP-Star luminescence, 30 min; active compounds read high; 1 = vehicle-only enzyme, 0 = enzyme-free background; activation factor at 10 µM; P09923; 330,000 compounds, 0.16% hits;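 active = activation factor of the enzyme at least 2-fold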; note: the source names both 10 and 20 µM as test concentration; values of inactives mirror those of a sister screen read the other way
mIAP act = increases mouse intestinal alkaline phosphatase activity | AID 2805 | activation factor at 10 µM | 330,000 compounds, 0.24% hits | muIAP, CDP-Star luminescence, 30 min; active compounds read high; 1 = vehicle-only enzyme signal, 0 = enzyme-free wells;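 active = activation factor of at least 2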; note: the source names both 10 and 20 µM as test concentration; values of inactives mirror those of a sister screen read the other way
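also added = chemiluminescent substrate CDP-Star | test system = mouse IAP enzyme | signal = chemiluminescence readout | compound = DMSO-dissolved test compounds | incubation = 30 min at room temperature | benchmarks = DMSO wells, no-enzyme wells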
hIAP block = blocks human intestinal alkaline phosphatase. P09923. purified IAP, CDP-Star luminescence, 30 min. inhibition, % at 10 µM. 330,000 compounds, 0.12% hits;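 active = inhibition reaching a set limit with compound at 10 µM in the primary screen, cut at about 35% in these data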;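 note: plate controls were DMSO wells with enzyme for no effect and no-enzyme buffer wells for full effect; values of inactives mirror those of a sister screen read the other way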
PfGluPho inh = PfG6PD (Plasmodium falciparum) enzyme inhibition; PfGluPho enzyme, NADPH resazurin-diaphorase fluorescence; inhibition, % at 20 µM; 350,000 compounds, 0.78% hits; AID 504690;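 active = inhibition reaching at least a set limit at 20 µM in the primary screen, cut at about 59% in these data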;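 note: 0% = DMSO wells with substrate and 100% = DMSO wells lacking glucose-6-phosphate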
mIAP block = mouse IAP inhibition; inhibition, % at 10 µM; 330,000 compounds, 0.2% hits; AID 2806; purified mouse IAP, CDP-Star luminescence, 30 min;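 active = inhibition of at least 40% at 10 µM in the primary screen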;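 note: plate controls were DMSO with enzyme for no effect and no enzyme wells for full effect; values of inactives mirror those of a sister screen read the other way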
APOBEC3A inh = human APOBEC3A DNA deaminase inhibition | inhibition, % at 20 µM | 330,000 compounds, 0.41% hits | P31941 | recombinant A3A, FAM/TAMRA ssDNA deamination fluorescence;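 active = at least 40% inhibition at 20 µM here, with at most 30% in a related deaminase screen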;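 note: plate controls were A3A with DMSO for no effect and wells lacking A3A enzyme for full effect; some results filed as inactive read as strong as hits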
Target sequence (P31941 whole entry, looked up): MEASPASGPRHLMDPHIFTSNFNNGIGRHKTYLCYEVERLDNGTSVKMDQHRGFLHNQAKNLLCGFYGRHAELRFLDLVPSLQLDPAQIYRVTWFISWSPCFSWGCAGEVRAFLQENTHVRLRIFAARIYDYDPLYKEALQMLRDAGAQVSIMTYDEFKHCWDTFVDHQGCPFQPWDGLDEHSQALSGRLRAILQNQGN
HKDC1 inhibitor = inhibitors of human hexokinase HKDC1; 340,000 compounds, 0.16% hits; recombinant HKDC1, G6PDH/diaphorase resazurin coupled fluorescence; inhibition, % at 20 µM; Q2TB90;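 active = inhibition above about 35% when tested at 20 µM, limit read from the data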;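 note: plate controls were DMSO wells with enzyme for no effect and DMSO wells lacking enzyme for full effect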
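Material: recombinant HKDC1 hexokinase; Amount: HKDC1 at 5 µg/mL; Medium: Tris pH 8.0 buffer with MgCl2, Tween-20, BSA, BME; Schedule: 90 min reaction incubation at room temperature, dark; Technique: coupled resazurin fluorescence, excitation 525 nm, emission 613 nm.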
ATG4B inh = blocks human ATG4B protease cleavage of LC3 substrate; Q9Y4P1; ATG4B cleavage of LC3-PLA2, NBD-HPC fluorescence, 1 h; inhibition, % at 8.33 µM; 340,000 compounds, 0.51% hits; AID 504462; in the data active = inhibition above about 40%
Target sequence (Q9Y4P1 whole entry, looked up): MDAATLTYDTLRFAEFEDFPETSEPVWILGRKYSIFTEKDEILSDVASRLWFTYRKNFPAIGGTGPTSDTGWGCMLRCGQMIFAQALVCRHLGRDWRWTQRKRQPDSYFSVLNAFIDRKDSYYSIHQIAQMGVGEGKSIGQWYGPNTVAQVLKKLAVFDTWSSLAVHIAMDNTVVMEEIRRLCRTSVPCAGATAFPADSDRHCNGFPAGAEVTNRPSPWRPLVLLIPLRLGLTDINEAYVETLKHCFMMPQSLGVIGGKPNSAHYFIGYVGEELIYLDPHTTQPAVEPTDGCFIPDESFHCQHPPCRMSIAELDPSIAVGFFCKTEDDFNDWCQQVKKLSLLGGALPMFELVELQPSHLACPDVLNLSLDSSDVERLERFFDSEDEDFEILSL
Starred values were filed as active, the others as inactive; / = not tested or not shown.

SMILES	hIAP activ	mIAP act	hIAP block	PfGluPho inh	mIAP block	APOBEC3A inh	HKDC1 inhibitor	ATG4B inh
CCN(CC)CCCNC(=O)CNC(=S)N(CCCN1CCOCC1)Cc1cccs1	1.1	1.1	-14	-13	-6	0	0	0
COc1ccc(Cl)cc1/C=C(\C#N)C(N)=O	1	1.1	0	-2	-14	1	2	0
COc1ccc(S(=O)(=O)NC(C)C(=O)NCCN2CCOCC2)cc1Cl (stereo not given)	0.97	0.97	3	5	3	-1	-7	-1
CCc1cc(=O)oc2c(C)c(OC(C)C(=O)NC3CC(C)(C)NC(C)(C)C3)ccc12 (stereo not given)	1.3	0.98	-27	-10	2	1	-5	9
CCOc1ccc(NC(=O)Cn2nc(C(N)=O)c3ccccc3c2=O)cc1S(=O)(=O)N1CCCC1	1.1	1.2	-14	-7	-19	4	-3	-4
Cc1c(NS(=O)(=O)c2ccc(N3CCCCC3)c([N+](=O)[O-])c2)c(=O)n(-c2ccccc2)n1C	0.89	0.96	11	-11	4	4	0	7
c1ccc(N(c2ccccc2)c2nc(N3CCCC3)nc(-n3ccnc3)n2)cc1	1.2	0.82	-16	-12	18	-3	2	6
CC(Oc1cccnc1[N+](=O)[O-])C(=O)Nc1ccc(F)cc1 (stereo not given)	0.94	0.95	6	9	5	0	-2	1
O=C(CS(=O)(=O)Cc1ccccc1)Nc1ccc(Cl)cn1	1.1	1.2	-10	-2	-20	-3	0	-16
CC(OC(=O)c1cc(O)c2ccccc2c1O)C(=O)Nc1ccc(C(N)=O)cc1 (stereo not given)	0.96	0.95	4	72*	5	0	39*	-5
COc1ccccc1N1CCN(C(=O)c2ccc(S(=O)(=O)N3CCCCCC3)cc2)CC1	0.91	1	9	12	-5	0	7	-12
CCC(C)(C)n1nnnc1C(c1cccs1)N1CCc2ccccc21 (stereo not given)	1	0.99	-2	4	1	-4	-7	-8
CCOC(=O)c1c(NC(=O)Cc2cccs2)sc2c1CCCC2	1	0.93	-2	1	7	7	6	6
COc1ccc(CNC(=O)COC(=O)c2ccco2)cc1	1.1	0.77	-9	-7	24	-3	-11	8
CNC(=S)N1CCN(C(=O)c2ccco2)CC1	0.99	0.88	1	-8	12	-2	-5	4
CC(=O)NCC1CCN(C(=O)C2CCC(=O)N(CCc3cccc(F)c3)C2)CC1 (stereo not given)	0.76	0.98	24	15	2	-1	-3	-4
c1ccc(-c2cnc(-c3ccccn3)nn2)cc1	1.1	1	-14	-4	-1	1	-5	-7
NC(=O)C1CCN(c2ncnc3c(-c4ccccc4)nsc23)CC1	0.93	1	7	10	-3	-5	-3	29
O=C(CN1CCN(S(=O)(=O)N2CCCCCC2)CC1)Nc1ccc(F)cc1	0.86	1	14	-10	-1	7	2	0
O=C(NC(C1CC1)C1CC1)C1CCC(=O)N(CCCN2CCCC2=O)C1 (stereo not given)	1.1	1	-13	3	0	3	-5	5

Profiles, quoted from the list. Screens in order: hIAP activ	mIAP act	hIAP block	PfGluPho inh	mIAP block	APOBEC3A inh	HKDC1 inhibitor	ATG4B inh
`CC(=O)NCC1CCN(C(=O)C2CCC(=O)N(CCc3cccc(F)c3)C2)CC1` (stereo not given) is listed as 0.76	0.98	24	15	2	-1	-3	-4
`O=C(CN1CCN(S(=O)(=O)N2CCCCCC2)CC1)Nc1ccc(F)cc1` is listed as 0.86	1	14	-10	-1	7	2	0
`CC(Oc1cccnc1[N+](=O)[O-])C(=O)Nc1ccc(F)cc1` (stereo not given) is listed as 0.94	0.95	6	9	5	0	-2	1

Further results
SMILES	hIAP activ	mIAP act	hIAP block	PfGluPho inh	mIAP block	APOBEC3A inh	HKDC1 inhibitor	ATG4B inh
C/C(=N\OCC(=O)OCC(=O)N(C)c1ccccc1)c1ccc2c(c1)OCO2	0.94	0.98	6	2	2	2	-5	-7
COc1ccc(NC(=O)C2CCN(c3cc(-c4ccccc4)nc4ncnn34)CC2)cc1OC	0.75	1	25	2	-1	1	-5	-6
COc1ccc(OCC(=O)Nc2ccccc2C(=O)NC2CC2)cc1	1.1	1.1	-10	-2	-5	3	-5	3
N#CC1=C(N)SC(N)=C(C#N)C1c1cccc(Oc2ccccc2)c1	0.93	0.93	7	-17	7	-7	19	25
O=S1(=O)CCN(Cc2ccccc2Cl)CC1	0.86	1.1	14	-7	-8	0	-3	2
O=C1CC(c2ccccc2)n2nc(N3C(=O)CCC3=O)nc2N1 (stereo not given)	0.97	0.9	3	-8	10	2	-7	0
CCc1ccc(S(=O)(=O)NCc2csc(-c3cccnc3)n2)s1	0.79	0.96	22	-2	4	-1	-2	-7
Cc1cc(C)n(C(=O)CCNC(=O)c2ccccc2Br)n1	1.1	1	-14	-10	0	2	-7	-2
COCCn1c(=S)[nH]c2cc(C(=O)NCCc3ccc(OC)c(OC)c3)ccc2c1=O	0.95	0.98	5	-27	2	-2	6	-12
O=C(NNc1c(Cl)cncc1Cl)c1sccc1Cl	1.2	0.98	-22	6	2	-3	-2	-6
CCCn1c(=O)c2sccc2n2c(CCCC(=O)NCc3ccco3)nnc12	0.95	0.96	5	21	4	46*	2	3
C/C=C/c1ccc(OCCn2cncn2)c(OC)c1	0.91	0.94	9	9	6	-1	-1	-12
Cc1ccc(CCNc2ccc3ccccc3c2)cn1	0.99	1	1	28	-2	-12	16	-14
COc1ccc2c(c1OC)C(C1c3c(cc4c(c3OC)OCO4)CCN1C)OC2=O (stereo not given)	1	1	-5	-18	0	4	-2	2
CNc1nc(SC)nc2ccccc12	1	1.1	0	-8	-10	-4	8	4
O=C(c1csc2ccccc12)N1CCCCCC1	0.91	0.99	9	3	1	0	-7	-1
CCN(C(=O)c1coc(=O)c2ccccc12)c1cc(OC)ccc1OC	0.88	0.95	12	3	5	3	-2	-16
COc1cccc(-c2nc(CS(=O)(=O)CC(=O)N3CCN(C)CC3)c(C)o2)c1	0.97	1.1	3	-17	-11	1	-1	2
CC(C)(C)NC(=O)CSc1nnc(Cc2ccc3c(c2)OCO3)n1C1CCCCC1	0.94	0.91	6	-6	9	5	-14	-9
Cn1c(=O)[nH]c(=O)c2c1nc(SCC(O)CO)n2CCCc1ccccc1 (stereo not given)	0.88	1.1	12	-4	-6	1	7	3
COc1nc(Nc2ccc([N+](=O)[O-])cc2)nc(NC2CCCCC2)n1	1.1	0.84	-8	21	16	-1	-2	-7
C=Cc1ccc(C2=CC(=O)C[C@H](c3ccc(OC)cc3)C2)cc1	1	0.92	-4	4	8	-3	3	6
O=[N+]([O-])c1ccc(/C=N/N2CCN(c3ccncc3S(=O)(=O)N3CCCCC3)CC2)cc1	1.1	0.92	-10	5	8	0	3	-5
NS(=O)(=O)c1ccc(N/N=C/c2ccc(C(=O)O)cc2)c([N+](=O)[O-])c1	0.75	0.81	25	11	19	3	0	-1
C=CCOC(=O)C(=O)/C=C/c1csc2ccccc12	0.95	0.97	5	-2	3	-1	8	1
CCCOC(=O)c1ccc(N2C(=O)c3ccccc3C2=O)cc1	1	1	-3	3	-3	-3	-9	15
COc1cccc(CC(NC(C)=O)C(=O)NC2CCN(c3c(Cc4ccccc4)c(C)nc4ncnn34)CC2)c1 (stereo not given)	1.1	0.88	-7	-13	12	2	-11	-4
O=C(Cc1ccc(S(=O)(=O)N2CCCC2)s1)NC1CCCCCC1	0.98	0.99	2	-1	1	11	-2	12
CCOC(=O)c1sc2nc(C)nc(NCc3ccc(F)cc3)c2c1C	0.85	0.94	15	15	6	-1	7	4
Cc1ccc(S(=O)(=O)N2CCCCC2)cc1NC(=O)Cn1cnc2c1c(=O)n(C)c(=O)n2C	1.2	1.1	-23	15	-6	-1	6	1
Cc1ccc(NC(=O)CNc2cccc(Br)c2)cc1S(=O)(=O)N1CCOCC1	1.2	1.4	-22	11	-40	-3	1	-19
O=Nc1c(O)n(Cc2c(Cl)cccc2Cl)c2ccccc12	1.1	0.94	-10	0	6	2	-5	-11
O=C(Nc1ccc(S(=O)(=O)Nc2nccs2)cc1)c1cnc(Cl)c(Cl)c1	0.93	1.1	7	-34	-9	-12	1	2
CCN(CC)S(=O)(=O)c1ccc(Nc2ccc(-c3ccc4c(c3)OCCO4)nn2)cc1	1.2	1	-22	-9	-4	1	-9	-11
Cc1nnc(SCCC(C)C)[nH]c1=O	1	1	-4	-14	-4	0	-7	3
Cc1nnc(SC(C)C(=O)NC2CCCCC2)s1 (stereo not given)	0.8	0.97	20	-1	3	-2	-8	8
O=C1[C@H]2[C@@H](c3ccc(Cl)cc3)N3C(=O)N(c4cccc(Br)c4)C(=O)[C@@]3(Cc3ccc(Cl)cc3)[C@H]2C(=O)N1C1CCCCC1	0.98	0.99	2	-4	1	15	-1	7
Cc1ccccc1Cn1cnc2c(cnn2C(C)(C)C)c1=O	1	0.95	-1	-6	5	-3	-8	13
COc1cc2c(cc1OC)C(C)N(CCN1C(=O)c3ccccc3C1=O)CC2 (stereo not given)	1.1	1.1	-14	2	-6	-1	0	-4
O=C(CNc1ccccc1)NNC1=NCCC1	0.96	0.87	4	-1	13	-2	-6	2

Some entries already given with just hIAP block, hIAP activ and mIAP block:
| smiles | hIAP block | hIAP activ | mIAP block |
| --- | --- | --- | --- |
| COc1cccc(CC(NC(C)=O)C(=O)NC2CCN(c3c(Cc4ccccc4)c(C)nc4ncnn34)CC2)c1 (stereo not given) | -7 | 1.1 | 12 |
| COc1cc2c(cc1OC)C(C)N(CCN1C(=O)c3ccccc3C1=O)CC2 (stereo not given) | -14 | 1.1 | -6 |

Following part
SMILES	hIAP activ	mIAP act	hIAP block	PfGluPho inh	mIAP block	APOBEC3A inh	HKDC1 inhibitor	ATG4B inh
COc1ccc(/C(=N\Nc2ccccc2C(=O)O)c2ccccc2)cc1	0.93	0.92	7	-9	8	3	-8	22
CCCCN(C)CCCNC(=O)CC1Oc2ccccc2NC1=O (stereo not given)	0.91	0.99	9	-14	1	-3	-5	1
Cc1ccc(C)c(S(=O)(=O)N2CCCOC2CNC(=O)C(=O)NCc2ccc3c(c2)OCO3)c1 (stereo not given)	1	1	-4	3	-4	1	-4	-16
CCc1ccc(C2CC(c3ccccc3C)n3nc(N)nc3N2)cc1 (stereo not given)	1	0.9	0	6	10	-6	-6	0
CC[n+]1c(/C=C/c2c[nH]c3ccccc23)ccc2cc(C)ccc21	0.64	0.69	36*	9	31	0	5	15
CC1Oc2ccccc2N(Cc2ccccc2F)C1=O (stereo not given)	0.95	0.97	5	/	3	2	/	/
O=C(Cc1ccccc1F)N1CCN(S(=O)(=O)c2ccc(Cl)cc2)CC1	0.86	1	14	-15	-4	4	-3	-1
Cc1cccc(-n2c(=O)[nH]c3c(C(N)=O)nc(-c4ccccc4Cl)nc32)c1	1.6	0.96	-58	-10	4	-3	-3	-4
CCOC(=O)c1nc2cc3n(c(C)c-2c1C)C(C)C(C)=C3C (stereo not given)	1.2	1	-25	4	0	1	-12	-1
CCOC(=O)C1=C(C)N=c2s/c(=C\c3cc(OC)c(OC)c(OC)c3)c(=O)n2C1/C=C/c1ccccc1 (stereo not given)	0.9	0.93	10	1	7	-4	-1	-2
NS(=O)(=O)c1cc2c(cc1Cl)NC(CC1CCCC1)NS2(=O)=O (stereo not given)	0.95	0.98	5	13	2	-5	-3	-2
CC(=O)c1nn(-c2ccc(Cl)cc2)c(=O)[nH]c1=O	0.98	0.97	2	-17	3	-4	-3	4
CCN(CC)c1ccc(/C=N/n2c(-c3ccccc3Br)n[nH]c2=S)cc1	0.9	1	10	29	0	-4	-2	5
Cc1ccc2c(c1)N(CC(=O)NCc1cccs1)C(=O)CO2	0.87	1.1	13	0	-11	0	-10	10
CC1=CC(C)(C)Nc2ccc(OS(=O)(=O)c3ccc(C)cc3)cc21	0.91	1.1	9	57	-12	4	-1	13

Screens from PubChem BioAssay.

No enrichment for hits; about 2.4% have a hit in one of these screens.
